# From PubChem
# Rin1 Abl inh: inhibitors of Rin1-Abl protein binding, primary screen, biochemical, TR-FRET. Tyrosine-protein kinase ABL1 (Homo sapiens) + Ras and Rab interactor 1 (Homo sapiens), …. hit rate 0.4% among 360,000. AID 588664, 2011. inhibition, % at 7.35 µM; in the data active = inhibition above about 5%, passing the limit was not always enough
# FAS TE block: FAS thioesterase domain inhibitors, primary screen, biochemical, fluorescence intensity, uHTS. Fatty acid synthase (Homo sapiens), P49327. inhibition, % at 15 µM. hit rate 0.67% among 360,000. recombinant FAS-TE, OMFH fluorogenic substrate, fluorescence endpoint;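 active = compounds whose normalised, plate-corrected inhibition of enzyme fluorescence in the single-dose primary screen is 50% or more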;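 also: 0% = DMSO with enzyme and 100% = substrate without enzyme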
# MT1-MMP act inh: blockers of MT1-MMP proenzyme processing, primary screen, HT1080 RFP-PRO-GFP cells, GFP/RFP fluorescence; Matrix metalloproteinase-14 (Homo sapiens), P50281; GFP/RFP ratio fluorescence, overnight; percent of plate control window, DMSO zero; GFP/RFP ratio change, % at 20 µM; hit rate 0.061% among 360,000; AID 651647, 2012;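 active = GFP/RFP ratio change of at least 30% with cell ATP level not reduced by more than half and red fluorescence within 50% of control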; also: strong numbers were not always called active
#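 Assay system: RFP-PRO-GFP reporter HT1080 cells; read-out basis: GFP/RFP fluorescence ratio; benchmarks: DMSO wells and RFP-L50D-GFP cells; doses: 20 µM single dose, 1% DMSO; schedule: overnight cell settling, then overnight compound exposure, 37 °C, 5% CO2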
# SKN-1 inh: suppressors of acrylamide-induced Pgst-4::GFP reporter in worms, primary screen, SKN-1 inhibitor project, whole organism, uHTS, GFP/RFP fluorescence ratio, strain VP596. hit rate 0.49% among 360,000. C. elegans VP596 Pgst-4::GFP/RFP ratio, 24 h. inhibition, % at 21.8 µM;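 active = interference check ratio from 0.5 to 1.5 plus GFP to RFP signal ratio inhibition reaching or exceeding a fixed threshold, cut at about 30% in these data, passing the limit was not always enough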; also: some compounds called inactive have numbers as strong as hits
# Neddylation inh: inhibitors of cullin neddylation, primary screen, biochemical, TR-FRET, uHTS, NAE and Ubc12; NEDD8-conjugating enzyme Ubc12 (Homo sapiens) + NEDD8-activating enzyme E1 regulatory …; calls only at 25 µM; hit rate 0.58% among 360,000; in the data active = inhibition above about 36%
# MsrA inhibitor: bovine MsrA enzyme inhibitors, primary screen, biochemical, absorbance, HTS; AID 651718, 2012; Methionine sulfoxide reductase A (Bos taurus); inhibition, % at 15.5 µM; purified bovine MsrA, absorbance read-out; hit rate 0.75% among 360,000; in the data active = inhibition above about 4.5%;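 also: 0% = vehicle wells with enzyme and 100% = reference inhibitor wells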
# NRP1-CendR mod: modulators of CendR peptide binding to NRP-1, primary screen, biochemical, fluorescence polarization, uHTS; Neuropilin-1 (Homo sapiens), O14786; FAM-RPARPAR peptide binding to NRP-1; inhibition, % at 25 µM; hit rate 0.85% among 360,000;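 active = inhibition or corrected inhibition above about 18%, plus a signal ratio from 0.5 to 1.5, limit read from the data, passing the limit was not always enough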; also: strong numbers were not always called active
# Target sequence (O14786 whole entry, looked up): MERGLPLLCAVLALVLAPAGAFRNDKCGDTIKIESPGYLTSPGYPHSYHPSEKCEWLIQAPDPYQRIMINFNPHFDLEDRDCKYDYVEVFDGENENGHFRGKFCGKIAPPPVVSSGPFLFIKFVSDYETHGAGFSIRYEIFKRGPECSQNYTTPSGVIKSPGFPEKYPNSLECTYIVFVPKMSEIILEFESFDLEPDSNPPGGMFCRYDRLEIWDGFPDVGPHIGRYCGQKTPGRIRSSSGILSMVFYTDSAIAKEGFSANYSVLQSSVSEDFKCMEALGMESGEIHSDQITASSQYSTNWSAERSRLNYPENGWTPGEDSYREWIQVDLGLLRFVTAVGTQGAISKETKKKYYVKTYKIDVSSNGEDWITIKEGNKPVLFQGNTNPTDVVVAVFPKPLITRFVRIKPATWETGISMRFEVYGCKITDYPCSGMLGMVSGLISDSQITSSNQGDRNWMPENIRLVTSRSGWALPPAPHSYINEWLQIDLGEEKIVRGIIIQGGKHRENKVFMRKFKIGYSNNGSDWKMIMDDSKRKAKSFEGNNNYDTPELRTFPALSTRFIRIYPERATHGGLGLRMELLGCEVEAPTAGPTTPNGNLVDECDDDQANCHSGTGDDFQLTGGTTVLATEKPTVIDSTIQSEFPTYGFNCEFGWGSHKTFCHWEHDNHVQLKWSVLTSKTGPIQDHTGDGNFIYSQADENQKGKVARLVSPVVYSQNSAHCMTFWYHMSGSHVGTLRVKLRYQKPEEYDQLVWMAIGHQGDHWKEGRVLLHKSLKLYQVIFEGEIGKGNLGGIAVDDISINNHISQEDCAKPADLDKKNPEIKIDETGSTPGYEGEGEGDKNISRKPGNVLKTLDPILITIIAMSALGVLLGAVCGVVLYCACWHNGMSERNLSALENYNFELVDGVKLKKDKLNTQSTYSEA
# E coli Lon inh: inhibitors of E. coli Lon protease, primary screen, biochemical, fluorescence polarization | P0A9M0 | purified E. coli Lon protease | inhibition, % at 7.94 µM | hit rate 0.42% among 360,000 | AID 602123, 2011; in the data active = inhibition above about 13%, passing the limit was not always enough;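 also: 0% = enzyme with probe and DMSO and 100% = no enzyme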
# bovine MsrA act: bovine MsrA enzyme activators, primary screen, biochemical, absorbance, HTS. activation, % at 10.6 µM. hit rate 0.3% among 360,000. purified bovine MsrA, absorbance read-out; in the data active = activation above about 7.5%;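 also: 0% = vehicle and 100% = reference activator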
# Active calls of the source: *; i = inactive; . = not tested or not shown; + = active, no number.
No.	SMILES	Rin1 Abl inh	FAS TE block	MT1-MMP act inh	SKN-1 inh	Neddylation inh	MsrA inhibitor	NRP1-CendR mod	E coli Lon inh	bovine MsrA act
1	COC(=O)C1=C(c2c(C)noc2C)C[C@@H]2CC[C@H]1N2C(=O)N1CCc2cc(OC)c(OC)cc2C1	1	-11	1	9	i	.	4	-10	-2
2	Cc1ccccc1N1CCN(Cc2ccc3c(c2)OCO3)CC1	2	7	-5	12	i	0.5	-6	8	-2
3	C=CCn1c(O)c(C(CC)=Nc2ccc(N(C)C)cc2)c(=O)[nH]c1=O	1	-4	9	3	i	-0.3	1	9	-4
4	O=c1c2ccccc2nc(/C=C/c2ccccc2)n1-c1ccccc1O	-1	7	-10	4	i	1.5	-5	-4	-4
5	CN1C(=O)C(=Cc2ccc(Sc3ccccc3)o2)C(=O)N(C)C1=S	2	2	36	28	i	1.2	-83	-13	-2
6	O=C1NC(=O)C(=Cc2coc3ccccc3c2=O)C(=O)N1	2	-9	-3	22	i	-0.1	-20	-4	-1
7	O=C(c1cc(F)ccc1F)C1CCCN(Cc2cccc(Cl)c2)C1 (stereo unspecified)	1	17	-3	2	i	0.0	-8	-6	-7
8	CC1CN(c2ccc([N+](=O)[O-])cc2Cl)CCN1 (stereo unspecified)	-3	-9	-5	8	i	3.1	-3	-5	0
9	C[N+]1(C)C2CCC1CC(OC(=O)c1ccccc1)C2 (stereo unspecified)	2	-5	-3	-4	i	-1.3	-2	-4	-4
10	COC(=O)C1=C(c2cc3ccccc3o2)C[C@@H]2CC[C@H]1N2C(=O)N1CCC(O)CC1	-1	-5	2	-8	i	-0.1	-4	11	-2
11	Cc1cccc(OCCn2cccc2/C=C2/C(=O)NC(=O)N(Cc3ccco3)C2=O)c1	-2	-5	-13	-16	i	-0.7	-71	-87	-3
12	CC(=O)N1CCN(CCN=Cc2c(O)n(-c3ccc(C)cc3)c(=S)[nH]c2=O)CC1	2	0	1	3	i	2.6	14	-9	-14
13	O=c1c2ccccc2nc(CN2CCCCCC2)n1-c1ccc(F)cc1	0	-10	0	8	i	2.6	0	-6	1
14	COC(=O)C1=C(c2ccc(F)cc2OCc2ccccc2)C[C@@H]2CC[C@H]1N2C(=O)N1CCC(C)CC1	-1	14	-3	6	i	.	-10	-4	-5
15	CC(C)(C)c1ccc(O)c(CN2CCN(c3ccccc3)CC2)c1	1	-4	-2	-30	i	1.3	0	-3	-11
16	O=C(c1ccc(Cl)cc1)N1CCC2(CC1)OCCO2	-3	-3	-1	-4	i	1.2	5	-2	-4
17	CCCCn1c(O)c(C(CC)=NCCN2CCOCC2)c(=O)[nH]c1=O	-1	-5	8	-8	i	-0.1	0	-6	-15
18	O=[N+]([O-])c1ccc(-c2ccccc2)c([As](=O)(O)O)c1	1	-4	-3	-2	i	0.8	2	5	-2
19	O=C(CN1CCN(Cc2ccc(Cl)cc2)C1=O)N1CCC2(CC1)OCCO2	3	-3	1	-6	i	-0.1	-11	-7	-4
20	CC(=NCCN1CCCCC1)c1c(O)n(-c2ccccc2)c(=O)[nH]c1=O	1	-5	-3	-3	i	2.6	-10	-5	-3
21	O=C(CCS(=O)(=O)c1ccc(Br)cc1)N1CCC2(CC1)OCCO2	-3	-5	-1	-14	i	-0.7	14	-5	-12
22	C[N+]1(C)[C@@H]2CC[C@H]1CC(OC(=O)C(c1ccccc1)c1ccccc1)C2 (stereo partly specified)	1	-3	-4	8	i	-0.6	-2	1	0
23	CN1C(=O)/C(=C\c2ccc(N3CCCCC3)o2)C(=O)NC1=S	-12	-8	-208	33*	i	-0.3	-107	-151	-3
24	COc1ccc2c(c1)NP(=S)(Oc1ccccc1)N2 (stereo unspecified)	2	-6	-14	-3	i	-1.0	6	7	-15
25	Cc1ccc(O)c(C(=O)c2cc(C(=O)NCc3ccccc3)c(=O)n(Cc3ccccc3)c2)c1	0	33	-5	10	i	3.7	-19	0	-3
26	CC(C)c1c(CN(C)C(C)Cc2ccccc2)n(C)n(-c2ccccc2)c1=O (stereo unspecified)	2	14	-1	5	i	-0.4	-13	0	0
27	Cc1cccc(CNCCc2ccccc2)n1	1	-7	2	7	i	-1.1	-1	-1	-2
28	FC(F)(F)/C(=N\P(=S)(N1CCOCC1)N1CCOCC1)N1CCOCC1	3	-6	2	-23	i	.	6	-14	-2
29	O=C1/C(=C\c2cc3c(cc2Br)OCO3)N2CCC1CC2	-1	3	0	6	i	.	-11	-11	-3
30	CC1CN=C(NCCc2ccccc2)S1 (stereo unspecified)	-4	-14	2	14	i	0.8	-4	-1	-2
31	CN1CCCN(c2ccc([N+](=O)[O-])nc2)CC1	-6	-1	1	-3	i	2.0	13	9	-5
32	CC(C)N1CCC2(CC1)NC(CO)(CO)CO2	-1	-6	0	3	i	0.6	-1	-7	-2
33	COc1ccccc1OCC(=O)N1CCCC(N2CCN(c3ccc(F)cc3)CC2)C1 (stereo unspecified)	2	-2	-2	-9	i	0.6	2	2	1
34	COc1cccc(-n2c(C)nc3ccccc3c2=O)c1	-2	-8	0	-6	i	0.1	14	0	-13
35	COc1ccc2c3c1OC1C(O)C=CC4[C@@H](C2)N(C)CC[C@]314 (stereo partly specified)	1	-1	1	7	i	1.0	-14	-9	0
36	O=[N+]([O-])c1ccc(N(CCO)CCO)c2c1no[n+]2[O-]	-48	-41	.	47*	i	1.5	4	66*	0
37	CCn1c(O)c(C=NCCN2CCOCC2)c(=O)n(CC)c1=S	-1	0	-4	6	i	3.5	-10	-66	-4
38	CCOC(=O)C1(CCOc2ccccc2)CCN(Cc2cccc(O)c2)CC1	0	-4	-11	-4	i	-1.4	-9	-15	0
39	CCOc1ccc(N=C2SCCCN2C)cc1	-2	-4	-2	14	i	-0.2	12	1	4
40	O=c1[nH]c(=O)n(Cc2ccc(F)cc2)c(O)c1C=NCCCn1ccnc1	-2	-6	1	-34	i	1.1	1	-6	-2
41	C[C@]12CCC(=O)C[C@H]1CC[C@@H]1[C@@H]2CC[C@]2(C)C(=O)CC[C@@H]12	1	0	-2	12	i	1.7	-21	-1	-2
42	CCN1C(=O)NC(=O)C2(CCCC2)C1=O	2	-9	1	16	i	1.6	-6	11	-4
43	COc1ccc(CCn2c(O)c(C=NC3CC3)c(=O)[nH]c2=O)cc1OC	1	-5	-1	-20	i	0.6	-8	4	-8
44	CCN1CCC2(CCNC2)C1 (stereo unspecified)	-3	-9	-6	-17	i	-0.5	-1	6	-12
45	O=c1[nH]c(=O)n(Cc2ccco2)c(O)c1C=NCCN1CCNCC1	2	-4	-2	0	i	-0.8	15	3	-3
46	Cc1ccc(N2C(=O)/C(=C/c3ccc(CN(CCC#N)S(C)(=O)=O)o3)C(=O)NC2=S)cc1	5.2*	-1	-11	12	i	.	-180	-35	-7
47	COC(=O)C1=C(c2ccc(OC(F)(F)F)cc2)C[C@@H]2CC[C@H]1N2C(=O)NCCO	-1	-16	5	26	i	0.8	7	-5	-1
48	Cc1ccc2c(c1)N(C(C)C(=O)N1CCC3(CC1)OCCO3)C(=O)CO2 (stereo unspecified)	3	-4	-1	11	i	1.2	2	-4	-2
49	CN1CCCC(C(=O)c2ccc(-c3ccccc3)cc2)C1 (stereo unspecified)	0	-7	2	-3	i	0.9	5	-1	-4
50	O=P(C(Cl)Cl)(N1CCOCC1)N1CCOCC1	1	-3	0	17	i	-0.5	-11	7	0
51	Cc1ccc(CN2CCN(Cc3ccccc3F)CC2)cc1	-1	-3	1	-5	i	-1.9	0	3	-7
52	CC(=O)Nc1ccc(OC(=O)N(C)c2ccccc2)cc1	1	-8	2	3	i	0.7	11	0	-1
53	Cc1ccc(O)c(CN2CCC3CCC(C3)C2)c1 (stereo unspecified)	-2	-10	1	2	i	0.4	17	4	-3
54	CC(Cc1ccccc1)/[N+]([O-])=C\c1ccc(C(F)(F)F)cc1 (stereo unspecified)	-3	2	3	8	i	0.5	13	0	-1
55	C=CCn1c(O)c(/C(CC)=N/NC(=S)Nc2ccccc2)c(=O)[nH]c1=O	2	-2	6	4	i	-0.6	3	-15	-2
56	CCCCS(=O)(=O)N1CCN(C(=N)N[N+](=O)[O-])CC1	-1	-2	1	7	i	-0.8	6	2	-4
57	CCN1CCN(Cc2cc3c(cc2[N+](=O)[O-])OCO3)CC1	1	-9	-2	-1	i	0.6	-3	12	-6
58	CCCCN1CCC(O)(c2ccccc2)C(C(=O)c2ccccc2)C1 (stereo unspecified)	1	-7	1	-22	i	1.6	-6	4	-1
59	COc1cccc(-c2cc(C(F)(F)F)n3nc(C(=O)N4CCC5(CC4)OCCO5)cc3n2)c1	3	6	8	12	i	-0.4	-22	-6	-3
60	O=C(N/N=C/c1c(O)n(Cc2ccccc2)c(=O)[nH]c1=O)c1ccccc1O	0	29	10	37*	+	4.6*	-27	-19	-8

# Carrying on.
No.	SMILES	Rin1 Abl inh	FAS TE block	MT1-MMP act inh	SKN-1 inh	Neddylation inh	MsrA inhibitor	NRP1-CendR mod	E coli Lon inh	bovine MsrA act
61	O=C1NC(=O)N(C2CCCCC2)C(=O)C1C1c2ccccc2C(=O)N1Cc1ccccc1 (stereo unspecified)	-4	-6	-1	-5	i	0.9	0	5	0
62	CC(=O)c1c(C)n(Cc2ccccc2Cl)c2ccc(O)cc12	2	-2	5	6	i	0.3	4	-1	0
63	Cc1cccc(C(O)(C(=O)O)c2ccccc2)c1 (stereo unspecified)	6	-4	1	7	i	-0.9	-10	-7	-1
64	Cc1ccccc1CN1CCN(C(=O)Cc2ccccc2)CC1	2	-5	-2	1	i	0.2	-1	-4	-11
65	Brc1ccccc1CNCCc1ccc2c(c1)OCO2	3	-1	-1	4	i	-0.4	3	1	-1
66	CC(C)NS(=O)(=O)c1ccc(OCC(=O)N2CCN(C)CC2)cc1	0	0	4	4	i	0.0	0	1	-5
67	Cc1cccc(-n2c(C)nc3ccccc3c2=O)n1	1	-2	2	17	i	-1.2	10	1	0
68	CC(C)Oc1ccc(C2(C#N)CC[N+](C)(C)CC2)cc1	0	-10	-11	10	i	-0.5	-1	15	-4
69	Cc1cc(C)nc(N2Cc3ccccc3C2=N)n1	3	-4	-1	3	i	-0.5	7	0	-4
70	C[C@]12CCC(=O)C=C1C=CC1C2CC[C@@]2(C)C1CC[C@@H]2O (stereo partly specified)	-2	-4	4	12	i	-1.4	9	-10	-2
71	COC(=O)N1Cc2ccccc2-n2nncc2C1	3	-5	-2	6	i	-0.2	5	-2	-2
72	NS(=O)(=O)c1ccc(N2CCNCC2)cc1	0	-4	-6	3	i	-0.9	2	-3	-5
73	C=COCCn1c(C)c(C(C)=O)c2cc(O)ccc21	-3	-5	-13	7	i	1.8	4	6	-2
74	O=C(c1cccc(Cl)c1)C1CCCN(Cc2cccc3cnccc23)C1 (stereo unspecified)	-2	8	-12	0	i	0.7	-21	-3	-4
75	COc1ccc(C)cc1NC1=NC(C)(C)CS1	0	-4	1	-1	i	-0.6	13	-2	-2
76	O=C(Nc1ccc(C(=O)O)cc1)Oc1ccc(N(CCCl)CCCl)cc1	1	9	-8	-11	i	0.4	-3	-5	-3

# Only part of the results is shown; count on the stated rates, not on these rows.
